# OPRM1-OPRD1 ag – OPRM1-OPRD1 heterodimerization agonism. P35372+P41143. cells, luminescence. activation, % at 9.3 µM. 340,000 compounds, 0.3% hits. AID 504326; in the data active means activation above about 18%;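 further: 0% = vehicle-treated cells and 100% = reference agonist; values of inactives mirror those of a sister screen read the other way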
# AddAB inh – less growth of phage-infected E. coli with AddAB. inhibition, % at 11.9 µM. 330,000 compounds, 0.29% hits. E. coli expressing H. pylori AddAB, absorbance growth; in the data active means inhibition above about 12%;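 further: 0% = vehicle wells of infected cells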
# PKA-R1A act – PKA-R1A complex activation; P00514+P68181; PKA-R1A dissociation, Cy5-IP20 fluorescence polarization; scaled: DMSO 0%, 113 µM cGMP 100%; activation, % at 11.4 µM; 340,000 compounds, 0.083% hits; AID 504707;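 active means percent activation above the mean of all tested compounds plus 3 SD, cut at about 19% in these data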;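 further: higher means more PKAc released from R1A so a rise in polarization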
# phage Ecoli inh – E. coli growth loss with phage present; 360,000 compounds, 0.26% hits; inhibition, % at 11.9 µM; growth absorbance; in the data active means inhibition above about 11%
# MOR-DOR inv ag – inverse agonist of human OPRM1-OPRD1 heterodimerization. P35372+P41143. cell-based MOR-DOR heterodimer luminescence, inverse agonism. 340,000 compounds, 0.21% hits. inhibition, % at 9.3 µM. AID 504357; in the data active means inhibition above about 22%, passing the limit was not always enough;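 further: 0% = cells with DMSO and 100% = wells without cells with DMSO; values of inactives mirror those of a sister screen read the other way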
# HTR5A inv ag – HTR5A inverse agonism, opioid heterodimer counter-screen; inhibition, % at 9.3 µM; HTR5A cell line, luminescence; 340,000 compounds, 0.083% hits; in the data active means inhibition mostly above about 23%, no sharp cut-off; inactive means mostly below about 18%;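 further: 0% = cells with DMSO and 100% = no-cell wells with DMSO; some compounds called inactive have numbers as strong as hits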
# Target sequence (P47898 whole entry, looked up): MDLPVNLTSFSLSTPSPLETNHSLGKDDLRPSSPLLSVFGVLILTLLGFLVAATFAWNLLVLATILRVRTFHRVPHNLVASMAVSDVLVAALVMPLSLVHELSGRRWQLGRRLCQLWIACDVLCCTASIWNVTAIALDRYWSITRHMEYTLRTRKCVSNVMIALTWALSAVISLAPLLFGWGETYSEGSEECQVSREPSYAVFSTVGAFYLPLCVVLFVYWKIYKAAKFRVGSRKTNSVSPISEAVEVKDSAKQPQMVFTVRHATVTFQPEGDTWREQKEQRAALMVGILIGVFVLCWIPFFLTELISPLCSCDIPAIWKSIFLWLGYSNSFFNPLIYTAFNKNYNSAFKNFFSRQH
# PfHsp90 yeast 2 – growth inhibition of yeast expressing Plasmodium Hsp90; 310,000 compounds, 0.32% hits; AID 504621; inhibition, % at 9.4 µM; S. cerevisiae expressing PfHsp90, BacTiter-Glo ATP, 48 h; yeast lacking PDR1 and PDR3 efflux regulators;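 active means every replicate shows inhibition above about 80%, whatever the replicate mean, limit read from the data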;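 further: 0% = DMSO neutral controls and 100% = 20 µM radicicol positive controls; yeast relying on Plasmodium falciparum Hsp90 in place of its own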
# DSG3 Ab inh – human desmoglein-3 autoantibody binding inhibition; P32926; 310,000 compounds, 0.48% hits; DSG3-coupled beads, scFv-anti-DSG3-GFP binding, flow cytometry; hits give low values; binding (percent of control), % at 10 µM;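 active means binding more than 3 SD below its plate's average and above zero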;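 further: hits lower antibody fragment binding to DSG3; some compounds called inactive have numbers as strong as hits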
# SUMO Mot1 rescue – inhibitors of SUMOylation pathway: yeast Mot1-301 growth rescue; growth rescue, % at 18.8 µM; S. cerevisiae Mot1-301 growth rescue, ATP luminescence, 38.5C; percent above DMSO median, 100 means doubled; 320,000 compounds, 1% hits;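 active means every valid replicate shows activation above 250% relative to neutral control wells; inactive means the rest, any valid replicate at or below 250%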;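 further: OY570 slx delta 5 strain wells were the positive control but not used for scaling; some compounds called inactive have numbers as strong as hits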
# Ecoli viability – counter-screen for AddAB inhibitors: E. coli growth inhibition. 330,000 compounds, 0.27% hits. inhibition, % at 11.9 µM. E. coli V3065 growth, OD600 absorbance, 18 h;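 active means inhibition above the campaign's mean inhibition across all tested compounds plus 3 SD, cut at about 9.9% in these data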;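 further: uninfected addAB+ strain grown without phage in ampicillin broth; 0% = DMSO wells and 100% = ciprofloxacin 0.95 µg/ml wells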
# HTR5A ag ctr – activates human HTR5A in OPRM1-OPRD1 agonist counter-screen; 340,000 compounds, 0.61% hits; P47898; HTR5A agonist assay, luminescence, cell-based; activation, % at 9.3 µM; in the data active means activation mostly above about 9.5%, no sharp cut-off; inactive means mostly below about 7.6%;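 further: 0% = cells with vehicle only and 100% = reference agonist; strong numbers were not always called active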
# Active calls of the source: *; i = inactive; . = no result given. The order is random; 3.2% or so of the library scored in one or more.
(1) CC(C)NC(=O)c1ccccc1NC(=O)Cc1ccc([N+](=O)[O-])cc1
(2) COc1ccc([N+](=O)[O-])cc1NC(=O)CCc1ccccc1
(3) CC1(C)Cc2cccc(OCC(=O)N3CCN(S(=O)(=O)c4ccc(F)cc4)CC3)c2O1
(4) O=C(Cn1nnc2ccccc21)OCC(=O)c1ccc(Cl)c(Cl)c1
(5) CCn1ncc(Br)c1C(=O)Nc1ccc2c(c1)OCCO2
(6) O=C(CSc1nnc(-c2cccnc2)n1Cc1ccco1)NCc1ccc2c(c1)OCO2
screen / no.	1	2	3	4	5	6
OPRM1-OPRD1 ag	-2.2	-2.4	-2.2	-13	-3.6	-6.1
AddAB inh	1.5	0.5	2.0	3.0	1.2	1.5
PKA-R1A act	5	-10	-10	-3	-1	-8
phage Ecoli inh	-0.7	3.1	3.5	3.4	4.4	2.4
MOR-DOR inv ag	11	13	12	71*	17	27
HTR5A inv ag	3	6	-5	12	-1	-1
PfHsp90 yeast 2	6	-21	-3	20	1	-24
DSG3 Ab inh	100	126	99	99	96	102
SUMO Mot1 rescue	-9	-5	-10	-5	7	-5
Ecoli viability	0.1	-0.4	0.6	2.2	3.1	1.2
HTR5A ag ctr	-1	1	-2	-3	1	0

(7) O=C(O)c1cc(N/N=C2/CC(c3ccccc3)Oc3ccccc32)ccc1Cl (configuration not stated)
(8) CCN1CCN(C(=O)c2oc(=O)c3ccccc3c2-c2ccc(C)cc2)CC1
(9) Cc1cc(S(=O)(=O)N2CCOCC2)ccc1OCC(=O)N1CCC(C)CC1
(10) CCCc1cc(=O)[nH]c(SCC(=O)Nc2nonc2C)n1
(11) CN1CCN(C(=O)c2ccc(NS(=O)(=O)c3cccc([N+](=O)[O-])c3)cc2)CC1
(12) CCN(CC(=O)NCc1cccs1)C(=O)/C=C/c1ccc(OC)c(OC)c1
screen / no.	7	8	9	10	11	12
OPRM1-OPRD1 ag	-1.1	-0.1	-0.7	-1.3	-1.0	-0.2
AddAB inh	-0.5	3.0	-1.1	2.5	.	1.2
PKA-R1A act	3	4	-6	-7	5	0
phage Ecoli inh	2.3	2.6	1.4	2.6	2.9	3.5
MOR-DOR inv ag	6	0	5	8	6	1
HTR5A inv ag	17	13	-9	15	-8	0
PfHsp90 yeast 2	20	10	11	13	.	40
DSG3 Ab inh	107	111	.	95	100	101
SUMO Mot1 rescue	8	26	-11	345	.	4
Ecoli viability	-1.3	-1.2	-2.0	-0.8	.	-1.5
HTR5A ag ctr	2	-5	3	2	3	0

(13) CCN(CC(O)CON=C1c2ccccc2-c2ccccc21)S(=O)(=O)c1ccc(C)cc1 (configuration not stated)
(14) O=C(Nc1cc(C(F)(F)F)ccc1-n1cnc2ccccc21)c1ccccc1
(15) Cc1cc(C)c(C#N)c(OCC(=O)Nc2ccccc2)n1
(16) CN(C)CCn1c2ccccc2c2nc3ccc([N+](=O)[O-])cc3cc21
(17) CNC(=S)N/N=C/c1ccc2c(c1)OCCO2
(18) COc1ccc(/C=C/C(=O)Nc2ccc(OC)cc2[N+](=O)[O-])cc1
screen / no.	13	14	15	16	17	18
OPRM1-OPRD1 ag	-1.1	-0.5	1.4	.	-0.8	3.0
AddAB inh	0.3	2.1	-1.3	1.9	0.7	1.5
PKA-R1A act	-5	-13	5	.	6	7
phage Ecoli inh	0.9	1.5	.	1.1	2.8	1.3
MOR-DOR inv ag	6	4	-6	.	5	-16
HTR5A inv ag	6	-8	8	.	0	-11
PfHsp90 yeast 2	-2	15	15	.	-3	-26
DSG3 Ab inh	133	98	92	91	87	.
SUMO Mot1 rescue	-19	1	12	5	-6	2
Ecoli viability	1.1	-0.8	-3.1	0.0	-2.5	0.3
HTR5A ag ctr	8	0	-2	.	3	6

(19) Cc1sc2ncnc(NC3CCN(Cc4ccccc4)CC3)c2c1C
(20) Cc1ccc(N=C2NC(=O)/C(=C/c3cn(C)c4ccccc34)S2)cc1C
(21) COc1ccccc1N(CC(=O)Nc1c(C)cccc1C)S(C)(=O)=O
(22) CCOC(=O)C1(Cc2ccccc2)CCN(Cc2cccn2-c2nccs2)CC1
(23) CC(=O)C1=C(O)C(=O)N(Cc2ccccc2)C1c1ccc(F)cc1 (configuration not stated)
(24) O=C(O)c1cc(Br)ccc1NN=C1CCCCC1
screen / no.	19	20	21	22	23	24
OPRM1-OPRD1 ag	.	-1.7	-1.5	27*	-0.4	0.2
AddAB inh	5.1	-4.0	1.8	3.5	-1.2	1.7
PKA-R1A act	-11	-2	1	-11	-22	-2
phage Ecoli inh	1.1	-0.2	0.9	5.0	-0.6	2.8
MOR-DOR inv ag	.	9	8	-192	2	-1
HTR5A inv ag	.	-5	3	5	7	11
PfHsp90 yeast 2	.	-11	20	-1	-9	-4
DSG3 Ab inh	123	108	103	108	100	99
SUMO Mot1 rescue	3	-2	-3	22	14	-11
Ecoli viability	1.5	2.5	-0.7	-0.8	-8.7	1.7
HTR5A ag ctr	.	4	8	-2	-2	5

(25) Cc1ccc(NNS(=O)(=O)c2ccc(C)cc2)cc1
(26) O=C(CCCCCN1C(=O)CCC1=O)Nc1ccc2c(c1)OCO2
(27) CCc1sc(C(=O)N2CCN(c3ccc(F)cc3)CC2)cc1C
(28) O=C(OCc1cc2ccccc2[nH]c1=O)c1ccccc1
(29) O=c1[nH]c(SCCN2CCOCC2)nc(O)c1-c1ccccc1
(30) O=C(CCSc1ccccc1)NCCSCc1ccccc1
screen / no.	25	26	27	28	29	30
OPRM1-OPRD1 ag	-1.5	-2.7	0.1	-1.9	-1.3	-1.1
AddAB inh	1.3	0.5	0.6	0.0	-0.3	4.8
PKA-R1A act	-1	-11	-2	-11	-15	10
phage Ecoli inh	1.5	-3.3	3.9	3.6	1.0	2.8
MOR-DOR inv ag	9	11	0	11	7	6
HTR5A inv ag	9	4	-19	-3	17	0
PfHsp90 yeast 2	.	-1	3	24	1	8
DSG3 Ab inh	100	.	95	105	94	101
SUMO Mot1 rescue	236	-1	12	-6	-10	10
Ecoli viability	0.6	-0.5	-0.1	0.9	-0.3	-0.1
HTR5A ag ctr	-1	-2	7	-4	2	0

(31) Cc1cccc(Nc2nnc(SCC(=O)c3ccc(O)cc3O)s2)c1
(32) Cc1ccc(S(=O)(=O)N(C)C)cc1NC(=O)COC(=O)C1CCN(S(=O)(=O)c2cccs2)CC1
(33) Cc1ccc(C(=O)c2cc([N+](=O)[O-])ccc2N2CC(C)OC(C)C2)cc1 (configuration not stated)
(34) O=C(Cn1nnc2ccccc21)c1ccc(Cl)cc1
(35) O=C(Nc1cc(Cl)ccc1O)C1CCCO1 (configuration not stated)
(36) CCCC(=O)Nc1nc2ccc(OC)cc2s1
screen / no.	31	32	33	34	35	36
OPRM1-OPRD1 ag	1.4	-2.6	-2.1	-1.2	-2.5	-1.3
AddAB inh	2.4	0.5	1.4	1.2	2.7	4.4
PKA-R1A act	-6	2	0	0	-3	-4
phage Ecoli inh	0.3	1.8	3.4	1.8	3.9	3.3
MOR-DOR inv ag	-10	13	14	6	14	7
HTR5A inv ag	4	5	16	1	-15	-18
PfHsp90 yeast 2	-3	43	16	-12	-36	5
DSG3 Ab inh	108	107	83	76	103	100
SUMO Mot1 rescue	-5	-13	-10	-19	4	-19
Ecoli viability	-0.7	-2.0	-0.9	-0.8	4.4	2.2
HTR5A ag ctr	4	-2	-6	9	5	6

(37) Cc1ccc(C(=O)OCN2C(=O)c3ccccc3C2=O)o1
(38) CCCCNS(=O)(=O)c1ccc(NC(=O)C2CCCO2)cc1 (configuration not stated)
(39) Cc1ccc(NC(=O)CN(C)C(=O)c2ccc(S(=O)(=O)N(C)c3ccccc3)cc2)cc1
(40) CCOC(=O)c1cc2c(=O)n3ccccc3nc2n(CC(C)C)c1=NC(=O)c1ccco1
(41) CCOc1ccc(C(=O)OCC(=O)NCCNC(=O)COC(=O)c2ccc(OCC)cc2)cc1
(42) O=C(Nc1ccc2c(c1)OCO2)c1cc(-c2cccnc2)nc2ccccc12
(43) CC(C)C1Oc2ccccc2N(CC(=O)NCCCN2C(C)CCCC2C)C1=O (configuration not stated)
(44) CN(C/C=C/c1ccccc1)Cc1cccc2ccccc12
(45) CC(C)(C)c1ccc(CN2C3=NCCCN3c3ccccc32)cc1
screen / no.	37	38	39	40	41	42	43	44	45
OPRM1-OPRD1 ag	-1.2	-1.2	-3.1	-0.9	-2.0	0.4	0.7	4.3	0.1
AddAB inh	0.5	-3.0	1.4	5.4	-1.6	-0.9	0.7	1.1	2.0
PKA-R1A act	0	-7	0	5	7	-7	5	-21	-7
phage Ecoli inh	0.9	3.0	1.8	2.0	0.6	5.0	0.6	5.2	3.0
MOR-DOR inv ag	6	5	15	6	11	-2	-4	-23	0
HTR5A inv ag	5	-12	28	0	-12	-7	9	-8	-10
PfHsp90 yeast 2	1	0	.	-15	-8	-8	6	2	33
DSG3 Ab inh	111	103	115	94	96	97	108	.	112
SUMO Mot1 rescue	-11	-7	42	2	-5	i	-5	277	194
Ecoli viability	3.6	-0.9	2.5	1.3	-1.2	-1.2	3.0	0.5	0.3
HTR5A ag ctr	-2	1	2	1	-1	3	3	2	1

# Among those listed so far, 6 have a nitro group on carbon.
(1) CC(C)NC(=O)c1ccccc1NC(=O)Cc1ccc([N+](=O)[O-])cc1
(2) COc1ccc([N+](=O)[O-])cc1NC(=O)CCc1ccccc1
(11) CN1CCN(C(=O)c2ccc(NS(=O)(=O)c3cccc([N+](=O)[O-])c3)cc2)CC1
(16) CN(C)CCn1c2ccccc2c2nc3ccc([N+](=O)[O-])cc3cc21
(18) COc1ccc(/C=C/C(=O)Nc2ccc(OC)cc2[N+](=O)[O-])cc1
(33) Cc1ccc(C(=O)c2cc([N+](=O)[O-])ccc2N2CC(C)OC(C)C2)cc1 (configuration not stated)
screen / no.	1	2	11	16	18	33
OPRM1-OPRD1 ag	-2.2	-2.4	-1.0	.	3.0	-2.1
AddAB inh	1.5	0.5	.	1.9	1.5	1.4
PKA-R1A act	5	-10	5	.	7	0
phage Ecoli inh	-0.7	3.1	2.9	1.1	1.3	3.4
MOR-DOR inv ag	11	13	6	.	-16	14
HTR5A inv ag	3	6	-8	.	-11	16
PfHsp90 yeast 2	6	-21	.	.	-26	16
DSG3 Ab inh	100	126	100	91	.	83
SUMO Mot1 rescue	-9	-5	.	5	2	-10
Ecoli viability	0.1	-0.4	.	0.0	0.3	-0.9
HTR5A ag ctr	-1	1	3	.	6	-6

# Whole records as entered above:
# Shown for CCOc1ccc(C(=O)OCC(=O)NCCNC(=O)COC(=O)c2ccc(OCC)cc2)cc1 : OPRM1-OPRD1 ag: -2.0; AddAB inh: -1.6; PKA-R1A act: 7; phage Ecoli inh: 0.6; MOR-DOR inv ag: 11; HTR5A inv ag: -12; PfHsp90 yeast 2: -8; DSG3 Ab inh: 96; SUMO Mot1 rescue: -5; Ecoli viability: -1.2; HTR5A ag ctr: -1
# Shown for CC(C)(C)c1ccc(CN2C3=NCCCN3c3ccccc32)cc1 : OPRM1-OPRD1 ag: 0.1; AddAB inh: 2.0; PKA-R1A act: -7; phage Ecoli inh: 3.0; MOR-DOR inv ag: 0; HTR5A inv ag: -10; PfHsp90 yeast 2: 33; DSG3 Ab inh: 112; SUMO Mot1 rescue: 194; Ecoli viability: 0.3; HTR5A ag ctr: 1
